NPY Y2 blocker – NPY-Y2 receptor antagonists, primary screen, cell-based. Neuropeptide Y receptor type 2 (Homo sapiens), P49146. NPY-Y2 expressing cells, antagonist mode. inhibition, % at 2.7 µM. 140,000 tested, 0.99% active. AID 793, 2007; in the data active means inhibition above about 17%;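 further: 0% = vehicle with agonist challenge and 100% = reference antagonist with challenge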
Target sequence (P49146 whole entry, looked up): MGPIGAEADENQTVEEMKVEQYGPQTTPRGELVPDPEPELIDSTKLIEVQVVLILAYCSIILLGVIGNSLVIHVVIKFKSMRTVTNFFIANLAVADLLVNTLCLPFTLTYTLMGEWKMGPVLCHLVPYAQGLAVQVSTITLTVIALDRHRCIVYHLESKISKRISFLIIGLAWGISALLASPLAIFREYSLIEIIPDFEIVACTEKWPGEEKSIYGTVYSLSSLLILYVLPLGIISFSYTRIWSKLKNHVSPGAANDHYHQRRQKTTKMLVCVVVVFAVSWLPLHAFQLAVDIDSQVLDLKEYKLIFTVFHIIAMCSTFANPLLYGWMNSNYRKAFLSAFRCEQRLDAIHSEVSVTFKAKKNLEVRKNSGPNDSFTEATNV
BB579 growth dn – growth inhibitors of yeast BB579 in restrictive medium, primary screen, yeast lifespan-shortening project, S. cerevisiae; 140,000 tested, 0.51% active; OD615, 48 h; inhibition, % at 10 µM;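 active means inhibition above a set limit, 3 SD over the mean compound inhibition, cut at about 44% in these data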; further: inactives centre near -24
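Assay system: S. cerevisiae DeaD strain BB579 yeast. Medium: CSMM-D restrictive synthetic medium containing dextrose (glucose). Times: 4 h cell preincubation, 48 h compound exposure, 30 °C humidified. Signal: OD615 turbidity measurement. Benchmarks: positive control amphotericin B 10 µg/mL.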
Measles CPE – compounds protecting cells from measles virus cytopathic effect, primary screen, measles RdRp inhibitor project, single point, MLSMR library, absorbance; Measles virus-infected cells, CPE protection; protection (pct of control), % at 4 µM; 140,000 tested, 1.5% active; AID 841, 2007; in the data active means protection mostly above about 24%, no sharp cut-off; inactive means mostly below about 26%; further: some compounds called inactive have numbers as strong as hits
E-sel TNF inh – E-selectin induction blockers in HUVEC – imaging, immunofluorescence, high content, primary screen; HUVEC TNFa-induced E-selectin immunofluorescence; 120,000 tested, 0.71% active; inhibition, % at 2 µM;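 active means inhibition above the batch mean plus 3 SD, and confirmed as a hit on visual image review, cut at about 43% in these data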;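 further: 0% = TNF-stimulated DMSO wells and 100% = unstimulated control wells; not every result past the cut was called active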
Yeast life ext – compounds extending yeast replicative lifespan, primary screen, S. cerevisiae, OD615. S. cerevisiae growth with nicotinamide; deaD strain in restrictive glucose medium. inhibition of the nicotinamide effect, % at 10 µM. 130,000 tested, 0.68% active. AID 775, 2007;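 active means inhibition above a set limit, placed 3 SD over the median of all compounds, cut at about 26% in these data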;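 further: 0% = nicotinamide-treated wells and 100% = cells grown without nicotinamide; some compounds called inactive have numbers as strong as hits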
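assay system = DeaD-strain S. cerevisiae | buffer or medium = restrictive glucose medium | reagent = 1.5 mM nicotinamide | compound = 10 µM single point, 0.25% DMSO | incubation = 48 h compound exposure at 30 °C, humidified | signal = OD615 measurement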
MRP1 act – H69AR viability gain despite doxorubicin, primary screen, MRP-1 activator project, H69AR cells, CellTiter-Glo; viability rescue; viability increase, % at 10 µM; 140,000 tested, 0.61% active;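 active means viability gain under doxorubicin at or above a set limit, the compound median plus 3 SD, cut at about 4.7% in these data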;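 further: MRP-1 overexpressing cells given doxorubicin 25 µM after compound pretreatment; 18-22 h compound pretreatment then 72 h with doxorubicin before readout; 0% = doxorubicin-only wells and 100% = vehicle-treated cells without doxorubicin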
Phagocytosis inh – inhibitors of macrophage phagocytosis, primary screen, imaging, J774A.1 cells, IgG beads | J774A.1 macrophage IgG-bead phagocytosis | inhibition, % at 5 µM | 110,000 tested, 0.07% active | AID 1029, 2008;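 active means inhibition above the mean of the plate negative controls plus 5 SD, cut at about 13% in these data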;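 further: phagocytic index as fraction of beads internalized from green versus red external bead signal; plate controls were DMSO negative control for no effect and cytochalasin-D positive control for full effect; some results beyond the cut were filed as inactive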
HCT116 PTEN-null – growth suppression of PTEN-null HCT116, primary screen, cell-based, CellTiter-Glo | viability, % at 10 µM | 140,000 tested, 1.2% active | AID 827, 2007 | HCT116 PTEN-null viability, 60 h; active compounds read low;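 active means viability at or below a set limit, 4 SD under the median of all tested compounds, cut at about 3.7% in these data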;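 further: PTEN knockout HCT116 line with beta catenin targeted HCT116 as companion control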
GALR2 antag – GALR2 antagonists in receptor-expressing cells, primary screen | Galanin receptor type 2 (Homo sapiens), O43603 | antagonist mode | inhibition, % at 4 µM | 140,000 tested, 0.39% active; in the data active means inhibition above about 27%;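 further: cells stimulated with galanin 1-16 at roughly its EC80; 0% = agonist challenge control and 100% = basal control without agonist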
Target sequence (O43603 whole entry, looked up): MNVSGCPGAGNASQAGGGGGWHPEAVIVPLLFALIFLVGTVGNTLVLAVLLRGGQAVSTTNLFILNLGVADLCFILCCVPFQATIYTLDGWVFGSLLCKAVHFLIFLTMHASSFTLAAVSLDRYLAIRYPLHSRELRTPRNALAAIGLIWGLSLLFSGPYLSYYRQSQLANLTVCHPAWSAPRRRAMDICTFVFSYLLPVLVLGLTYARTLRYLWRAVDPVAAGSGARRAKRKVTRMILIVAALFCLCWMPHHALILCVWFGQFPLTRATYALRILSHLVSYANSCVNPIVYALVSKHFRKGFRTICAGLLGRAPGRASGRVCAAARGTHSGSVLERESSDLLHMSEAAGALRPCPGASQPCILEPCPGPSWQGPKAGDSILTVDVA
HCT116 bCat-KO – primary screen for growth suppressors in beta-catenin knockout HCT116 cells (colon tumor, human); viability, % at 10 µM; AID 818, 2007; 140,000 tested, 1.5% active; HCT116 beta-catenin knockout viability, CellTiter-Glo, 60 h; active compounds read low;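 active means viability at or under a set limit, the compound median less 4 SD, cut at about 6% in these data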;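 further: 0% = Hyamine 1622 control at 20 µM and 100% = untreated cell control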
Starred values were filed as active, the others as inactive; / = no result given.

SMILES	NPY Y2 blocker	BB579 growth dn	Measles CPE	E-sel TNF inh	Yeast life ext	MRP1 act	Phagocytosis inh	HCT116 PTEN-null	GALR2 antag	HCT116 bCat-KO
C=CCNC(=O)C(=O)c1cccn1-c1ccsc1C(=O)OC	-1	-37	4	-6	1	-0.4	-2	71	-3	69
CCCCNC(=O)C1c2ccccc2C(=O)N(c2ccc(OC)cc2)C1c1ccc(OC)cc1 (centres undefined)	5	-25	14	-1	-9	-2.1	0	57	-8	69
COc1ccc(N(C(=O)c2ccco2)C(C(=O)NC2CCCCC2)c2cccs2)cc1OC (centres undefined)	4	-2	10	16	/	-1.5	/	102	-5	104
CCOc1ccccc1NC(C)C(=O)Nc1cc(C(F)(F)F)ccc1N1CCOCC1 (centres undefined)	0	-39	20	-14	-6	-2.4	-12	53	-6	58
CCOC(=O)c1c(C)n(C)c2ccc(OC)c(NC(=O)CN3CCSCC3)c12	3	-68	0	-35	-16	-2.1	1	91	-6	104
O=C(OCC(=O)N1CCc2ccccc21)c1ccc[n+]([O-])c1	2	-33	20	10	-5	-3.8	2	103	-14	94
COc1cc(/C=C/C(=O)OCC(=O)NCc2cccs2)ccc1OCC#N	4	-11	25	/	-4	-1.1	6	100	3	75
O=C(Cc1ccccc1)NN1C(=O)C2C3C=CC([C@@H]2C1=O)C31CC1 (some centres undefined)	0	-45	6	/	9	-0.8	/	93	1	97
CS(=O)(=O)N(CC(=O)N1CCCCCC1)c1ccc(Br)cc1	7	-30	11	-1	-3	-1.7	-1	95	-2	92
Cc1nn(C)c(C)c1CNC(=O)c1cnn2c1NC(c1ccccc1)CC2C(F)(F)F (centres undefined)	-1	-53	5	/	3	-3.4	-1	101	5	96
CCOC(=O)N1CCN(C(=O)c2cnc(Nc3ccccc3OC)c3ccccc23)CC1	0	0	3	-17	-3	-3.6	4	77	12	84
CC(C)(C)NC(=O)C(c1ccncc1)N(Cc1cccs1)C(=O)Cn1nnc(-c2cccs2)n1 (centres undefined)	1	-37	9	-6	-5	-1.7	0	83	-10	86
Cc1cc(Nc2c(C)n(C)n(-c3ccccc3)c2=O)c2ccccc2n1	-2	1	20	/	5	-0.9	/	100	15	101
Cc1cc(NC(=O)CCC(=O)N(CC(=O)NCC2CCCO2)Cc2ccc(F)cc2)no1 (centres undefined)	2	-7	12	-11	/	-2.3	/	107	8	93
CNC(=O)CN(c1cc([N+](=O)[O-])ccc1OC)S(C)(=O)=O	1	7	17	-6	-2	-0.3	-4	103	-2	91
COc1ccc(NC(=O)Nc2cccc3cccnc23)cc1	1	-41	7	/	-10	-0.3	0	84	9	94
COc1ccc(NCCC#N)cc1	1	-27	3	0	-5	-0.8	0	/	2	89
CCN(CC)CCCCCOc1ccccc1OC	1	-22	21	-16	2	0.4	0	106	-9	102
COc1ccc(C2C=C(c3ccccc3)Nc3nnnn32)cc1 (centres undefined)	5	-2	6	/	-22	-2.2	0	87	-6	88
CCOC(=O)CN1C(=O)N[C@@H](c2ccc(Br)cc2)C(C(C)=O)=C1C	1	-35	6	-17	3	0.1	/	99	-9	98
Cc1cc(C)n(CNc2nc(C(F)(F)F)cs2)n1	-2	-5	10	-44	-2	-0.1	-4	92	-2	93
CC(N)=Nc1ccc([N+](=O)[O-])cc1	-1	-25	2	/	3	-1.2	3	105	-3	101
O=C(CSc1nccc(=O)[nH]1)Nc1ccc(F)c([N+](=O)[O-])c1	1	-23	12	-34	-2	-1.1	-5	95	7	90
Cn1cc(-c2nnnn2-c2ccc(Cl)cc2)c(C(F)(F)F)n1	-1	-5	4	/	-5	-1.1	-1	81	-1	96
CCOc1ccc(C(=O)OCc2nnc(-c3cccs3)o2)cc1OC	3	10	3	7	-19	-0.6	0	89	2	96
C=CCn1c(=NC(=O)c2cc(Cl)sc2Cl)sc2cc(S(N)(=O)=O)ccc21	3	-49	3	/	-2	-4.3	-8	10	-2	12
COc1ccc(NC(=O)CC2C(=O)N(C)C(=S)N2Cc2ccc3c(c2)OCO3)cc1 (centres undefined)	3	-27	18	/	5	-3.3	9	89	1	90
CCOC(=O)/C(C#N)=C\c1ccc(OCC(=O)Nc2ccc(C)cc2C)c(OC)c1	0	-39	20	-2	-5	-3.1	/	64	0	60
Cc1cc(NC(=O)Nc2cccs2)no1	1	-20	12	-8	-15	-0.1	3	92	6	98
CCOc1ccc(N2CC(C(=O)OC)CC2=O)cc1 (centres undefined)	3	-16	3	-6	-16	-0.5	0	104	0	99
Cc1c(NC(=O)C(C)OC(=O)C(NC(=O)c2ccco2)C(C)C)c(=O)n(-c2ccccc2)n1C (centres undefined)	-2	-50	3	-20	-1	-1.6	2	97	4	96
COc1ccc(CNC(=O)COC(=O)c2cc(-c3ccc(Cl)s3)nc3ccccc23)cc1	-1	-65	6	-4	-9	1.9	0	90	12	93
CCN(CC)C(=O)CSc1nc2ncc(Br)cc2[nH]1	0	-55	8	-53	2	0.4	-1	117	0	99
CCn1c(-c2ccc(-c3ccccc3)cc2)c[nH]c1=S	-1	-17	5	-2	-10	-1.2	-1	68	-8	71
O=C(NCc1ccc2c(c1)OCO2)c1nnc(Cc2ccc(F)cc2)o1	4	-32	15	-20	1	-1.8	/	106	1	91
COC(=O)Cc1c(C)nc2nc[nH]n2c1=O	3	1	19	-27	-7	-0.7	2	103	-14	97
CC1CN(CC(O)COC(c2ccc(Cl)cc2)c2ccc(Cl)cc2)CC(C)O1 (centres undefined)	12	-3	10	21	-4	-5.7	6	58	-5	58
COc1cccc(CNn2cnnc2)c1OCc1ccccc1F	4	-15	11	2	-4	-2.1	0	98	6	90
CCCCNc1nc(-c2ccccc2)nc(-n2ccnc2)n1	-2	-42	12	2	-2	-1.2	0	94	-11	97
CCn1ncc(CNC(=O)CCCSc2nc(-c3ccco3)cc(C(F)(F)F)n2)c1C	7	-22	10	16	/	-1.2	/	88	1	75
Cc1ccc(S(=O)(=O)NC2CCOC(C)(C)C2)cc1 (centres undefined)	1	0	4	-4	-6	0.4	-1	92	1	92
O=C(O)CCCCCn1c(SCC(=O)c2ccc(O)c(O)c2)nc2ccsc2c1=O	4	-62	8	-14	4	-0.5	0	96	-2	93
Cc1ccc(S(=O)(=O)Nc2ccccc2CNc2c(C)n(C)n(-c3ccccc3)c2=O)cc1	0	-66	6	6	43*	-1.4	0	88	6	96
COc1ccc(C(=O)c2oc3nc(C)cc(C)c3c2N)cc1	3	-26	6	/	-11	-3.4	-2	81	7	83
O=C(N1CCCC1)C12CC3CC(CC(C3)C1)C2	4	-9	1	3	/	1.2	/	86	1	80
Cc1ccc(N(CC(=O)NCc2ccco2)S(=O)(=O)c2ccccc2)cc1	3	-15	3	-24	-21	-3.5	2	89	4	83
COc1ccc(C(=O)CSc2nnc(-c3cccnc3)n2Cc2ccco2)cc1	4	-15	11	-19	-7	-1.5	-1	81	0	83
COc1ccc(OC)c(NC(=O)C(CC(=O)O)Cc2ccc(Cl)cc2)c1 (centres undefined)	10	-27	30	0	-7	0.3	1	111	-1	105
CCOC(=O)c1sc(Nc2cccc(C)c2C)nc1C	5	-20	4	4	-14	-2.5	/	87	-7	88
O=c1ccn(-c2cccc(C(F)(F)F)c2)nc1-c1ccn(-c2cccc(Cl)c2)n1	7	-42	14	-17	-9	-3.7	/	71	-3	80
CCOC(=O)N1CCN(c2c(NCCCN3CCCC(C)C3)c(=O)c2=O)CC1 (centres undefined)	4	-61	3	/	0	-0.2	0	98	-12	96
Cc1ccc2c(c1)[C@@H]1CN(C)CC[C@@H]1N2S(=O)(=O)c1ccc(F)cc1	2	-40	13	/	-17	-2.5	/	83	-8	83
Cc1nc(CNS(=O)(=O)c2ccccc2F)cs1	-3	12	6	11	5	-0.3	/	93	-12	85
Cc1cc(C=C2C(=O)c3ccccc3C2=O)c(C)n1C	2	-30	19	/	-6	-3.3	-11	83	-22	88
Cc1ccc(N(CC(O)Cn2nc(C)cc2C)S(=O)(=O)c2ccc3ccccc3c2)cc1 (centres undefined)	0	-17	29	/	5	-1.3	-11	76	-2	81
Cc1cc(C)nc(N/N=C/C2=C(N3CCOCC3)C(=C\c3ccc(Cl)cc3)/CC2)n1	-1	52*	9	/	-2	-3.1	-10	44	-9	36
COc1ccc(NC(=O)CCc2c(C)nc3nc(C)nn3c2C)cc1	4	8	5	18	-6	-3.3	1	110	8	89
COC(=O)c1cc(Br)c(=O)n(-c2cccc(F)c2)c1	1	-24	13	-15	-3	-0.7	/	93	1	88
CCOC(=O)c1noc(C)c1C(=O)Nc1cccc(F)c1	2	-23	20	5	-13	0.5	0	103	6	108
CCC(Sc1nc(-c2ccccc2)c(C#N)c(=O)[nH]1)C(=O)Nc1nnc(C)s1 (centres undefined)	3	-53	15	12	-6	6.4*	2	103	4	101
The list goes on:
SMILES	NPY Y2 blocker	BB579 growth dn	Measles CPE	E-sel TNF inh	Yeast life ext	MRP1 act	Phagocytosis inh	HCT116 PTEN-null	GALR2 antag	HCT116 bCat-KO
Cc1ccc(-c2nc3ccccc3[nH]2)cc1NC(=O)c1sc2cc(Cl)ccc2c1Cl	5	-3	4	/	-1	-0.7	-9	102	-8	101
Nc1nc(=S)[nH]c2c1C1(CCCC1)Cc1ccccc1-2	0	-28	3	3	-6	-2.9	3	93	-13	100
COC(=O)c1ccc(Cn2nc(C)c(Br)c2C)cc1	5	-5	37	43	-12	-0.8	-2	96	8	94
O=C(NCc1ccco1)c1cccc(S(=O)(=O)N2CCOCC2)c1	1	-27	10	-7	-10	-0.6	0	93	9	91
O=C1CCc2cc(S(=O)(=O)NC(C(=O)NCc3cccnc3)c3ccccc3)ccc2N1 (centres undefined)	4	-10	15	10	-10	2.6	0	101	1	95
O=C1N/C(=N/N=C/c2ccccc2)SC1(c1ccccc1)c1ccccc1	1	-26	5	/	-2	0.9	1	97	-7	92
CC(C)(C)NS(=O)(=O)c1ccc(Oc2ncc(C(F)(F)F)cc2Cl)cc1	2	-36	15	23	-10	0.4	-1	97	9	96
CCn1cc(C(=O)N2CCCCC2)c(=O)c2cc(S(=O)(=O)N3CCC(C)CC3)ccc21	3	-8	/	-1	-15	-1.2	-3	114	0	104

Entries of single compounds from above. Values in the order: NPY Y2 blocker	BB579 growth dn	Measles CPE	E-sel TNF inh	Yeast life ext	MRP1 act	Phagocytosis inh	HCT116 PTEN-null	GALR2 antag	HCT116 bCat-KO
O=C1N/C(=N/N=C/c2ccccc2)SC1(c1ccccc1)c1ccccc1 reads 1	-26	5	/	-2	0.9	1	97	-7	92
O=C1CCc2cc(S(=O)(=O)NC(C(=O)NCc3cccnc3)c3ccccc3)ccc2N1 (centres undefined) reads 4	-10	15	10	-10	2.6	0	101	1	95
